Assay outcomes deposited in PubChem BioAssay by National Center for Advancing Translational Sciences (NCATS).
A549 tox – kills or reduces viability of A549 cells in Nrf2 counter-screen. A549 ARE-Fluc cells, CellTiter-Fluor viability, 18-24 h. hit rate 0.16% among 390,000. Potency, µM (series often up to 46 µM), for the others: at the top dose activity change, negative = cytotoxicity, most hits filed as inhibitors; also: potency is read from the fitted curve at half-maximal effect; % is scaled to controls: 0 for no effect and ±100 for the full control effect
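A549 ARE-Fluc cells in 5% FBS OPTI-MEM, 5000 cells/well, rested 2 h then exposed to compounds in concentration-response for 18-24 h at 37 °C. Viability by CellTiter-Fluor fluorescence (Ex 405/Em 525) after 30 min; luciferase luminescence (BugLite, 15 min, RT) read afterwards.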
IL-2 act – IL-2 activation | IL-2 activation reporter assay, cell-based qHTS; stimulated with anti-CD3/CD4/CD28 beads; in transgenic mouse T cells | activation, % (series mostly up to about 46 µM) | hit rate 0.065% among 360,000 | AID 652025; in the data active = activation above about 50%; inconclusive = mostly about 30% to 49%; also: 0% is about no effect
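First, unstimulated transgenic mouse T cells were exposed to compound for 60 min. Next, anti-CD3/anti-CD4-coated beads with anti-CD28 were added. Finally, after 18 h at 37 degrees C, EGFP and DsRed were imaged.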
TGFb SMAD3 inh – inhibitors of TGF-b signaling; Potency, µM (highest dose often 46.1 µM), for the others: at the highest dose activity, negative = inhibition, hits mostly inhibitors; hit rate 1.2% among 410,000; AID 588855; HepG2 CAGA-GFP TGF-b/SMAD3 reporter, GFP fluorescence, 18 h; TGF-beta stimulated, 500 pg/mL final; also: potency is read from the fitted curve at half-maximal effect; % is scaled to controls: 0 for no effect and ±100 for the full control effect; nearly all actives have a fitted effect of over 65% in size
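HEPG2 CAGA-GFP cells (1000/well, DMEM with 1% FBS) were pre-incubated 2 h at 37 degrees C, given compound by pin tool, then stimulated with TGF-beta at 500 pg/mL final for 18 h before per-cell GFP fluorescence imaging.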
HepG2 viability – kills HepG2 cells in TGF-b inhibitor counter-screen. hit rate 0.76% among 410,000. AID 588856. Potency, µM (titrated, usually from 46.1 µM), inactives show at the highest dose activity change, negative = cytotoxicity, hits mostly cytotoxic. HepG2 CAGA-GFP viability, ATP luminescence, 18 h; also: potency is read from the fitted curve at half-maximal effect; some results filed as inactive show a strong effect at the top dose
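CellTiter-Glo luminescence gave cytotoxicity after 18 hours at 37 degrees C. The cells were HepG2 CAGA-GFP in 1% FBS DMEM, stimulated with 500 pg/mL TGF-beta after compound addition. %Activity was normalised to no-cell wells (complete cell-killing) and DMSO (no toxicity), and curves were fitted and classified.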
ATXN2 expr inh – inhibitors of ATXN2 expression | HEK-293 ATXN2-luciferase reporter, luminescence, 24 h | Potency, µM (titrated, usually from 57 µM), inactives show top-dose activity change, negative = inhibition, hits mostly inhibitors | hit rate 0.72% among 360,000; also: potency is read from the fitted curve at half-maximal effect; % is scaled to controls: 0 for no effect and ±100 for the full control effect; nearly all actives have a fitted effect of over 55% in size
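qHTS (up to 57 uM final) was run with 24 h compound exposure of reporter cells at 37 °C. Each well was multiplexed: SteadyGlo luminescence measured ATXN2-luciferase expression after a fluorogenic Gly-Phe-AFC viability readout (25 uM final).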
Nrf2 block – inhibitors of Nrf2 signaling | hit rate 2.1% among 360,000 | Potency, µM (titrated, usually from 46 µM), inactives show top-dose activity change, negative = inhibition, actives largely listed as inhibitors | A549 ARE-Fluc reporter, luciferase luminescence, 18-24 h; also: potency is read from the fitted curve at half-maximal effect; % is scaled to controls: 0 for no effect and ±100 for the full control effect; nearly all actives have a fitted effect of over 60% in size
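Nrf2 function is reported as luminescence of an ARE-controlled luciferase in A549 cells. Compounds were tested at several concentrations, and a CellTiter-Fluor read on the same wells flagged cytotoxicity.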
EPAC2 ag – activates human EPAC2 exchange factor; hit rate 0.079% among 360,000; Potency, µM (highest dose often 154 µM), for inactives: at the highest dose activation, most hits filed as activators; EPAC2 activation, biochemical qHTS; response scale: 100% = 6.5 mM cAMP response; AID 720711; also: potency is read from the fitted curve at half-maximal effect; nearly all actives have a fitted effect of over 50% in size
Target sequence (Q8WZA2 whole entry, looked up): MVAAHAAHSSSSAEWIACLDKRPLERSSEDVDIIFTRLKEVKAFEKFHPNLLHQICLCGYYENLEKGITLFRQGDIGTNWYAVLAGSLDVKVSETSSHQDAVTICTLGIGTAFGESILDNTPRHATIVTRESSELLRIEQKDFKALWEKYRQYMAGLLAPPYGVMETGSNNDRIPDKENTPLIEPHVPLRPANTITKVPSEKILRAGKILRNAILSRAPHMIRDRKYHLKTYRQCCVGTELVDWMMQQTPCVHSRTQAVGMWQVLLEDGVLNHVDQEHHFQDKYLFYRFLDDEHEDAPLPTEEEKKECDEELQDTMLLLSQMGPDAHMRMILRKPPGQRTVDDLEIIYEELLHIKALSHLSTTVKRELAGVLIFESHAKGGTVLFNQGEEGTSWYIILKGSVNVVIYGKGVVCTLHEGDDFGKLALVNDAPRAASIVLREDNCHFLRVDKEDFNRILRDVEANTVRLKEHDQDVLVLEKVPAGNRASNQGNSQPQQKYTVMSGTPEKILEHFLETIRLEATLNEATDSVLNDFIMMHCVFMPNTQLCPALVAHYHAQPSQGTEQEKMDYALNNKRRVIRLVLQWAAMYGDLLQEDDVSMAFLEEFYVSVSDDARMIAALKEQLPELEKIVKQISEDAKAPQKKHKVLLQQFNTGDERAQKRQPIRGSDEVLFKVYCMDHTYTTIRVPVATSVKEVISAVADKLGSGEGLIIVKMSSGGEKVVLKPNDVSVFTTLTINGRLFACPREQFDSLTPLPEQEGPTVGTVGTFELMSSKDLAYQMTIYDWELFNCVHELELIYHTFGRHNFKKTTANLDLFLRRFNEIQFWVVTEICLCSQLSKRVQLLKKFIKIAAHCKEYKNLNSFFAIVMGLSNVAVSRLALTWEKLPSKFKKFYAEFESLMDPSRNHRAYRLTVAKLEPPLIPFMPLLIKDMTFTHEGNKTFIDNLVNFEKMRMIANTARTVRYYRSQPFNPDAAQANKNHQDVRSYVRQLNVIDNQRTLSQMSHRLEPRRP
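qHTS, titration series. 100 nM EPAC2 / 250 nM Rap1B-BODIPY-GDP / 50 uM GDP; RT; ex 480/em 540 nm, 5-min reads to 30 min. Norm. to 6.5 mM cAMP = activation.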
Nrf2 activator – activates Nrf2 signaling; Potency, µM (series often up to 46.1 µM), for inactives: at the top dose activation, hits mostly activators; hit rate 0.31% among 410,000; AID 624171; AREc32 ARE-luciferase reporter (MCF7-derived line), luminescence, 24 h; also: potency is read from the fitted curve at half-maximal effect; % of control where 0% means no effect; nearly all actives have a fitted effect of over 65% in size
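Luciferase luminescence (Steady-Glo, 30 min at room temperature) served as the read-out of ARE activation in AREc32 cells treated with compounds for 24 hr at 37 deg C.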
ATXN viability – reduces viability in counter-screen for ATXN expression inhibitors; Potency, µM (series often up to 56.7 µM), most hits filed as cytotoxic; hit rate 0.49% among 400,000; S2 cells (HEK-293 line with an ATXN2-luciferase reporter) viability, CellTiter-Fluor protease fluorescence, 24 h; also: potency is read from the fitted curve at half-maximal effect; nearly all actives have a fitted effect of over 40% in size
An asterisk follows results filed as active; i = inactive; ? = inconclusive; nt = not tested or not shown; & = joins results of further samples; [ ] = another dose, or the depositor's remark. Unless noted, calls follow the shape of the dose curve; as a rule, active = well fitted curve in the direction sought with a large enough effect; inconclusive = small, poorly fitted or top-dose-only effect, or another doubt; inactive = no such curve, though single readings can be large; an effect the other way counts as inactive or inconclusive.

SMILES	A549 tox	IL-2 act	TGFb SMAD3 inh	HepG2 viability	ATXN2 expr inh	Nrf2 block	EPAC2 ag	Nrf2 activator	ATXN viability
CCc1noc(C)c1C(=O)Nc1ccccc1C(C)(C)C	-4%	-0.8	19%	6%	8%	5%	6%	-0.3%	i
COc1cccc(-c2cc(C(F)(F)F)n3nc(C)c(-c4ccccc4)c3n2)c1	-4%	nt	10%	-20%	2%	?	nt	0.4%	i
N#CCc1c(C#N)c(N)nc(N2CCOCC2)c1C#N	-4%	-0.1	?	-28%	-4%	5%	-2%	9.6%	i
CC1CCCCC1NC(=O)CC1Oc2ccccc2NC1=O (stereo not given)	-5%	1.2	0%	-1%	1%	-2%	5%	-0.4%	i
O=C(NCc1ccccc1C(F)(F)F)c1cccc2c1C(=O)c1ccc(N3CCC(N4CCCCC4)CC3)cc1S2(=O)=O	nt	0.4	-8%	-41%	28µM*	nt	27%	0.8%	?
CCOCC(=O)Nc1nnc(SCCOC)s1	-1%	-1.4	24%	6%	5%	5%	-3%	0.3%	i
COc1ccc(C(=O)O/N=C(/c2ccccc2)c2ccncc2)cc1	0%	-0.8	-11%	-21%	nt	?	0%	3.1%	i
Cc1ccc(CNC(=O)C2CCC(=O)N(CCc3cccc(F)c3)C2)s1 (stereo not given)	0%	2.5	0%	-7%	10%	4%	7%	0.3%	i
CCc1ccc2oc(-c3cc(N)ccc3Cl)nc2c1	-1%	-4.5	-16%	-41%	13%	?	19%	0.3%	i
Cc1c(Cl)cccc1NC(=O)c1cnc2sc(N3CCCC3)nn2c1=O	-2%	nt	-30%	0%	nt	19%	nt	-0.5%	nt
CC(C)N(C(=O)Cn1c(SCC(=O)NC2CC2)nc2ccccc21)C(C)C	-5%	-0.1	22%	9%	3%	-4%	6%	0.3%	?
COc1ccc(CN2CCOCCOCCOCC2)cc1	-8%	1.7	5%	7%	-1%	4%	1%	0.4%	i
COC(=O)NNC(=S)NCc1ccc(C)cc1	-6%	0.1	-1%	2%	1%	-5%	4%	0.1%	i
COc1ccc(Nc2cc(C(=O)NCc3ccccc3)c3ccccc3n2)cc1	7%	nt	?	-29%	1%	9%	nt	2.0%	i
Nc1nccnc1C(=O)OCC(=O)C12CC3CC(CC(C3)C1)C2	9%	-4.1	-1%	3%	11%	20%	5%	-0.2%	i
CCOC(=O)/C(C#N)=C/c1cccc(F)c1	-2%	1.1	28%	21%	-2%	5%	3%	0.7%	i
CSc1nc2ccsc2c(=O)n1-c1cccnc1	-4%	0.2	-13%	-17%	-2%	19%	6%	0.1%	i
CCCC(=O)N1CCN(c2ccc(NC(=S)NC(=O)CC)cc2)CC1	-21%	-1.2	-6%	1%	5%	-2%	8%	-0.2%	i
CN(C(=O)c1ccccc1)C1(C)CCS(=O)(=O)C1 (stereo not given)	-3%	-0.4	-11%	-36%	-2%	12%	18%	-0.9%	i
Cc1ccc(CNS(=O)(=O)c2cc3c(cc2C)NC(=O)CO3)cc1	-4%&-11%	-2.0	10%&-4%	-19%&-9%	-21%&-2%	6%&-5%	6%	3.2%&0.8%	i
CCc1ccc(S(=O)(=O)Nc2ccc(C)c(NS(C)(=O)=O)c2)cc1	0%	0.1	-9%	-6%	nt	-1%	8%	-0.3%	i
CCOC(=O)CSc1nnc(-c2cccs2)n1-c1ccccc1	-8%	-0.9	-11%	-14%	-6%	7%	-2%	-0.6%	i
O=C(CCN1C(=O)C2C3C=CC(C3)C2C1=O)N1CCN(c2ccc([N+](=O)[O-])cc2)CC1 (stereo not given)	-18%	-2.7	?	-25%	-26%	?	18%	0.9%	?
Cc1cccc(-n2ncc3c2CCCC3NC(=O)c2ccncc2)c1C (stereo not given)	nt	0.1	1%	-3%	nt	nt	1%	-0.4%	i
CCc1nc(SCC(=O)Nc2ccccc2OC)n[nH]1	3%	4.0	-2%	5%	1%	5%	3%	-0.1%	i
Cc1cccc(C(=O)N/N=C/c2ccc[nH]2)c1	-3%	0.0	-13%	0%	15%	-6%	5%	5.0%	i
N#Cc1nc(-c2ccccc2F)oc1N1CCN(C(=O)c2ccco2)CC1	-6%	-1.8	?	10%	-9%	-33%	-5%	-0.1%	i
CN(C)C(CNC(C(=O)Nc1ccc(F)cc1)c1ccccc1)c1ccccc1 (stereo not given)	-3%	-2.8	-20%	-14%	-5%	19%	-3%	2.4%	i
C=CCn1c(SCC(=O)C(C)(C)C)nnc1-c1ccccn1	-1%[1.84 µM]	-1.8	?	-9%	7%	6%	-2%	0.8%	i
c1ccc(-n2cnc3cc(NCc4ccco4)ccc32)cc1	0%	-2.8	?	-38%	35%	?	10%	3.1%	i
O=C(Nc1ccc(-c2nc3ccccc3[nH]2)cc1)C1CCCN(Cc2ccn[nH]2)C1 (stereo not given)	nt	-0.9	2%	-2%	nt	nt	-7%	-0.9%	i
Cc1noc(C)c1CSCC(=O)Nc1nc(-c2ccc(F)c(F)c2)cs1	?	-3.4	?	-20%	22µM*	9.2µM*	11%	-1.9%	?
FC(F)(F)c1cc(-c2ccccn2)nc2cc(-c3ccccc3)nn12	4%	0.5	11%	-4%	?	5%	9%	-0.6%	i
CCOc1ccc(N(CC)C(=O)CSc2n[nH]c(-c3ccccc3)n2)cc1	-12%	nt	-1%	-28%	nt	nt	nt	-1.3%	nt
O=[N+]([O-])c1ccccc1/C=N/n1c(C(F)(F)F)n[nH]c1=S	1%	-4.2	-8%	0%	20%	-2%	-6%	5.8%	i
CN(C)c1ccc(C(=O)Nc2cccc(-c3nc4cccnc4s3)c2)cc1	3%	nt	-3%	-19%	nt	-13%	nt	4.2%	nt
COc1ccc(C(=O)Nc2cccc(NC(=O)c3cccs3)c2)cc1OC	4%	0.6	-13%	-26%	-21%	19%	18%	7.5%	i
CN(C)CCC(C(=O)c1ccccc1)c1cccnc1 (stereo not given)	0%	-3.1	0%	11%	4%	1%	2%	-0.1%	i
COc1ccc(C(O)c2nc(-c3ccc(N(C)C)cc3)cs2)cc1 (stereo not given)	nt	-0.7	1%	-21%	18%	nt	13%	2.5%	i
COc1ccccc1CNC(=O)c1ccc2c(c1)OCO2	-1%	0.3	-10%	-13%	14%	2%	14%	1.9%	?
O=C(NCc1ccc(F)cc1)c1cc(C2CCCN(C(=O)c3ccc4c(c3)CCO4)C2)on1 (stereo not given)	nt	-0.7	2%	-28%	-19%	nt	12%	4.6%	i
CCc1ccc2nc(SCC(=O)N3CCCCC3)c(C#N)cc2c1	-16%	-2.7	-4%	-3%	21%	-27%	16%	3.1%	i
COc1ccc(OC)c(/C=N/NC(=O)CCCC(=O)Nc2cccc(Br)c2)c1	0%	-0.3	2%	20%	-8%	?	9%	-0.3%	i
CCCc1c(-c2cccc(F)c2)ncn1CCc1ccccc1OC	nt	-0.7	nt	nt	0%	nt	7%	-1.5%	?
N#Cc1sc2nccc(Nc3ccccc3)c2c1N	-1%	2.4	4.5µM*	-19%	-6%	?	3%	3.3%	?
COc1cc(C=O)ccc1OS(=O)(=O)c1ccc(NC(C)=O)cc1	-1%	0.7	-5%	5%	1%	18%	-5%	0.4%	i
CCc1nc2c(OCCC3CCCCC3)cccn2c1N(C)C(=O)c1ccco1	nt	-0.8	-8%	-29%	0%	nt	16%	-1.2%	?
Cc1cccc(CSC2=NCCN2C(=O)c2ccc(Br)o2)c1	-3%	0.3	1%	-2%	4%	-16%	13%	0.4%	i

2 compounds picked at random from the list so far, as already listed:
SMILES	A549 tox	IL-2 act	TGFb SMAD3 inh	HepG2 viability	ATXN2 expr inh	Nrf2 block	EPAC2 ag	Nrf2 activator	ATXN viability
CCCc1c(-c2cccc(F)c2)ncn1CCc1ccccc1OC	nt	-0.7	nt	nt	0%	nt	7%	-1.5%	?
CCc1nc2c(OCCC3CCCCC3)cccn2c1N(C)C(=O)c1ccco1	nt	-0.8	-8%	-29%	0%	nt	16%	-1.2%	?

Later entries
SMILES	A549 tox	IL-2 act	TGFb SMAD3 inh	HepG2 viability	ATXN2 expr inh	Nrf2 block	EPAC2 ag	Nrf2 activator	ATXN viability
COc1cc2c(-c3ccc4cc[nH]c4c3)c(-c3ccsc3)oc(=O)c2cc1OC	-16%	-3.0	?	1%	23%	-14%	-1%	10%	i
CCOc1ccc(CN(C)C(=O)c2ccc(S(=O)(=O)N(C)c3ccccc3OC)cc2)cc1	-15%	-0.5	?	-44%	?	?	17%	0.6%	i
CN(C(=O)CSc1nc2sc3c(c2c(=O)n1C)CCC3)C1CCS(=O)(=O)C1 (stereo not given)	-4%	-0.1	-21%	2%	-10%	?	4%	3.9%	i
CC1(C)CN(c2ccc(C(=O)c3ccccc3)cc2)C1=O	1%	-0.2	-1%	-11%	-14%	-16%	2%	-1.1%[9.22 µM]	i
O=C(COc1ccccc1)NCC1(N2CCCCC2)CCCCC1	0%	-2.3	16%	4%	nt	5%	4%	0.0%	i
C[N+]1(C)CCC(=C2c3ccccc3CC(=O)c3sccc32)CC1	-6%	-1.6	11%	-7%	-27%	-6%	8%	0.2%	i
Cn1c(=O)c2cc(NC(=S)NC3CCCCC3)ccc2n1C/C=C/c1ccccc1	nt	0.0	?	-34%	4%	nt	4%	0.2%	?
CCCCN(C)C(=O)CS(=O)(=O)Cc1nc(-c2cccc(OC)c2)oc1C	3%	-0.5	0%	-10%	1%	-22%	9%	-0.1%	?
COc1ccc(CCN2CC(C(=O)NCCc3ccc(C)cc3)CC2=O)cc1OC (stereo not given)	-4%&1%	-1.4	-15%&-9%	-3%&-14%	-12%	0%	-9%	3.2%&2.6%	i
O=C(CCn1c(=O)c2cccn2c2cccnc21)NCc1cccc(Br)c1	1%	nt	1%	-2%	nt	-17%	nt	12%	nt
Cc1nn(-c2ccccc2)c(-c2ccccc2)c1C(=O)O	0%	-0.1	0%	1%	0%	nt	18%	-0.3%	i
